Screening data deposited in PubChem BioAssay by National Center for Advancing Translational Sciences (NCATS).
DT40 TDP1 no CPT: qHTS for Inhibitors of human tyrosyl-DNA phosphodiesterase 1 (TDP1): qHTS in cells in absence of CPT | DT40 Tdp1-/- hTDP1 cells, no CPT, ATP luminescence, 48 h | Potency, µM (top dose mostly 46.2 µM), for the others: top-dose activity change, negative = growth inhibition, actives largely listed as inhibitors | actives 15% (n = 420,000); further: nearly all actives have a fitted effect of over 55% in size
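Chicken DT40 Tdp1-/- cells stably complemented with human TDP1 were seeded at 400 cells/well with DMSO in place of 20 nM camptothecin. After compound pinning, cells grew at least 48 hr at 37 °C; viability read by CellTiter-Glo luminescence.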
TDP1 block: blocks human tyrosyl-DNA phosphodiesterase 1; AID 485290; actives 0.28% (n = 350,000); recombinant TDP1, AlphaScreen DNA substrate cleavage; Potency, µM (doses to about 130 µM), without a hit: at the highest dose activity change, negative = inhibition, actives largely listed as inhibitors; Q9NUW8; further: nearly all actives have a fitted effect of over 40% in size
Target sequence (Q9NUW8 whole entry, looked up): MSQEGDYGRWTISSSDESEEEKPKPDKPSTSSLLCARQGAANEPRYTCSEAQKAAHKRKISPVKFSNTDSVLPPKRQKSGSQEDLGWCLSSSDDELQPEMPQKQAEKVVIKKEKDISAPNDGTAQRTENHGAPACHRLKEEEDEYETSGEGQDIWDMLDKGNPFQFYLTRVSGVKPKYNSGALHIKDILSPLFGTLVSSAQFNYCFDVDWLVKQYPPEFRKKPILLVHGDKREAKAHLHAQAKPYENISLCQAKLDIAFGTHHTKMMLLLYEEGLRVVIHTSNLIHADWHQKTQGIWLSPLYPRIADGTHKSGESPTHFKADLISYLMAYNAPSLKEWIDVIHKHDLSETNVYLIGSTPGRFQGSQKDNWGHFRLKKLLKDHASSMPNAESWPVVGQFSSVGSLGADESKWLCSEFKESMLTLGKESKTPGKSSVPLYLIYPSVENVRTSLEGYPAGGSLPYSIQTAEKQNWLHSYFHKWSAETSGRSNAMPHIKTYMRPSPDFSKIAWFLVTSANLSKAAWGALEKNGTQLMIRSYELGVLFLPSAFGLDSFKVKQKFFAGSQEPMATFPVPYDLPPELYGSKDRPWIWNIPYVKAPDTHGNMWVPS
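Enzyme-compound mixtures sat 15 min at room temperature, followed by a 5 min reaction with 15 nM final substrate and 10 min with AlphaScreen beads. Recombinant human Tdp1 was used at 1 nM final.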
N370S GC: inhibits or activates N370S mutant glucocerebrosidase | P04062 | N370S GC spleen homogenate, 4MU-glucoside fluorescence | Potency, µM (top dose mostly 59.4 µM), without a hit: at the top dose activity change, negative = inhibition, usual class: inhibitors | actives 0.092% (n = 330,000);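 further: 0% = full enzyme activity and -100% = no enzyme basal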
* hit, by the source's call; ? = inconclusive; / = no result given; [ ] = dose if it differs, or a comment. The call rests on the fitted dose curve; in most records, active means well fitted curve in the direction sought with a large enough effect; inconclusive means small, poorly fitted or top-dose-only effect, or another doubt; inactive means no such curve, though single readings can be large; an effect the other way counts as inactive or inconclusive. Unless noted, on the % scale 0 is the no-effect control and ±100 the full control effect; potency means the concentration at half of the fitted maximal effect.

SMILES	DT40 TDP1 no CPT	TDP1 block	N370S GC
COc1ccc(N2CCN(C(=O)CN3C(=O)NC4(CCCc5ccccc54)C3=O)CC2)cc1 (stereo not given)	16µM*	-1%	2%
CCOCCc1nnc(NC(=O)CCS(=O)(=O)c2ccccc2)s1	9.2µM*	-3%	-7%
C=CCn1c(N)cc(=O)nc1SCC(=O)NC(C)c1ccccc1 (stereo not given)	-6%	3%	0%
O=C(O)C1CC=CCC1C(=O)NCCCN1CCCC1=O (stereo not given)	13%	5%	-3%
Nc1nc(Nc2ccccc2)nc(NC2CCCCC2)c1[N+](=O)[O-]	?	/	-5%
CCOc1ncccc1C(=O)Nc1ccc2c(c1)OCCCO2	?	-7%	2%
Cc1ccc(C)c(NC(=O)CSC2=Nc3ccccc3N=C(c3ccc(F)cc3)C2)c1	?	-3%	/
c1ccc2[nH]c(CCCc3nc4ccccc4[nH]3)nc2c1	?	/	-20%
CCOc1ccccc1NC(=O)CCNC(=O)c1ccco1	-9%	-9%[0.0935 µM]	2%
COc1cccc(CNC(=O)CCc2c(C)c3cc4c(C)coc4c(C)c3oc2=O)c1	?	0%	/
Cn1cc(Br)c(C(=O)NC(=S)N2CCN(c3ccccn3)CC2)n1	?	4%	-5%
CC(C)NC(=O)c1ccc(-c2cc(C(F)(F)F)ccc2Cl)o1	-1%	-5%	3%
Cc1ccc(Cn2nnc(C(=O)Nc3cc(C)ccc3C)c2N)cc1	-7%	-5%	10%
COc1ccc(-c2noc(CCCC(=O)N3CCN(c4cc(C)ccc4C)CC3)n2)cc1	?	-1%[56.1 µM]	/
CCCCNS(=O)(=O)c1ccc2nc(-c3cccnc3)cc(C(=O)NCCC)c2c1	-21%	-2%	/
CN(C(=O)CSc1ncnc2ccccc12)C1CCCCC1	-15%	2%	7%
Cc1ccc(NC(=O)c2cn3c4c(ccc(Cl)c4c2=O)OC(C)C3)cc1C (stereo not given)	-2%	7%	/
CCN(CC)CCNc1nc2nonc2nc1NCCN(CC)CC	-8%	/	-4%
COc1ccc(N=C2C(=Nc3ccc(OC)cc3)N(c3ccc(OC)cc3)C(=S)N2C)cc1	?	11%	2%
COc1ccc(NC(=O)c2ccc(S(=O)(=O)N3CC(C)CC(C)C3)cc2)cc1S(N)(=O)=O (stereo not given)	?	1%	/
COc1cccc(CC(NC(C)=O)C(=O)NC2CCN(c3nc(C)cc(C)c3C#N)CC2)c1 (stereo not given)	-20%	2%	2%
Cc1cc(=O)oc(C)c1C(=O)OCC(=O)c1ccc2ccccc2c1	?	10%	11%
COc1ccc2c(c1)c(C(=O)CN1CCOCC1)c(C)n2C	-22%	10%	-1%
Cc1cccn2c(=O)c(C(=O)NC(C)c3ccccc3)cnc12 (stereo not given)	?	-2%	/
CC(=O)N1C(=O)C2(C(C#N)=C(N)Oc3cc(C)oc(=O)c32)c2ccccc21 (stereo not given)	-8%	3%	3%
COc1ccc(S(=O)(=O)N2CCOC2CNC(=O)C(=O)NCCc2c[nH]c3ccccc23)cc1 (stereo not given)	?	8%	-20%
O=Cc1c(F)cccc1N1CCCC1	0%	-8%	4%
COc1ccc(/C(=C\C(=O)O)c2nccc3cc(OC)c(OC)cc23)cc1OC	-9%[9.04 µM]	5%	-1%
COC(=O)C(Cc1ccc(OC(=O)c2ccc(Cl)cc2)cc1)N1Cc2ccccc2C1=O (stereo not given)	?	0%	?
CC(=O)Nc1ccc(NC(=O)c2cc(-c3ccc4c(c3)OCCO4)on2)cc1	2%	1%	/
CC1CCN(S(=O)(=O)c2cccc(C(=O)Nc3nncs3)c2)CC1	-1%	0%	-2%
CCOc1cc(/C=N/NC(=O)CN2CCOCC2)ccc1OCc1ccc(Cl)cc1	?	3%	-28%
C=CCn1c(C)c(C(=O)OCC)c2cc(O)c3ccccc3c21	3%	/	-5%
Cc1ccc(CCN2CC(C(=O)NCc3ccc4c(c3)OCO4)CC2=O)cc1 (stereo not given)	-11%	/	-10%
COc1ccc(-c2nnc(SCC(=O)Nc3nncs3)o2)cc1	-4%	-2%	-7%
CCOC(=O)c1cc2c(=O)n3ccccc3nc2n(CC2CCCO2)c1=NC(=O)c1ccccc1F (stereo not given)	?	-3%	/
CCOC(=O)N1CCN(S(=O)(=O)Cc2ccccc2)CC1	5%	-2%	7%
Cc1ccc(NC(=O)CSc2nc(=O)n(CCCN3CCOCC3)c3c2CCCC3)c(C)c1	-7%	1%	-3%
Cc1c(Cl)cccc1NC(=O)Cn1c(=O)nc(-c2ccccc2)c2ccccc21	16µM*	6%	/
CS(=O)(=O)N1CCC(Oc2cccc(C(=O)NCCCOc3cccnc3)c2)CC1	?	2%	-2%
CCS(=O)(=O)Nc1ccc2[nH]c(=O)[nH]c2c1	2%	-7%	1%
CCCS(=O)(=O)N1CCN(Cc2ccccc2C(F)(F)F)CC1	-16%	-1%	1%
O=C(Nc1ccc2oc(-c3ccccc3)nc2c1)c1cccs1	?	0%[56.1 µM]	7%
CCOc1ccccc1N1CC(C(=O)NNC(=O)c2ccc(F)cc2)CC1=O (stereo not given)	-2%	1%[0.505 µM]	-7%
Clc1ccc(SCNc2ccccc2Cl)cc1	?	/	0%
NC(=O)N/N=C/c1cn(-c2ccccc2)nc1-c1cccs1	?	4%	-7%
COc1ccc(CNC(=O)CSc2ncn[nH]2)cc1OC	-1%	3%	3%
COc1ccc(N2C(=O)CC(Nc3ccc(F)cc3)C2=O)c([N+](=O)[O-])c1 (stereo not given)	-3%	0%	-3%
CC(C)(C)C1CCc2nc(NC(=O)Cc3ccc(Cl)cc3)sc2C1 (stereo not given)	7.3µM*	3%	/
Cc1ccc(-c2nc(=S)c3c(n2CC2CCCO2)CC(C)(C)OC3)cc1 (stereo not given)	-4%	6%	7%
COc1ccc(-c2nc(C#N)c(N3CC(C)OC(C)C3)o2)cc1OC (stereo not given)	-30%	3%	2%
O=C(O)C1CCN(C(=O)c2ccc(Cl)cc2)CC1	3%	2%	-1%
Cc1nn(C)c2c1c(-c1ccccc1)cc(=O)n2CC(=O)NC(C)C	-2%	3%	/
O=c1oc2ccccc2nc1/C=C(O)/C=C\c1ccccc1	23µM*	6%	-4%
Cc1nn(-c2ccccc2)c(N)c1Sc1ccc([N+](=O)[O-])cc1	15µM*	0%	3%
COc1ccc2c(c1OC)C(=O)OC2CC(=O)c1ccc(O)c(O)c1 (stereo not given)	-7%	-4%	-15%
O=C(NC1(C(F)(F)F)NC(=O)N(Cc2ccccc2)C1=O)c1cccnc1 (stereo not given)	-3%	4%	2%
CC(=O)C(Cc1ccccc1)NC(=O)COc1ccc2c(c1)OCO2 (stereo not given)	-29%	1%	/
O=C1NC2(CCCCC2)N(C(=O)c2ccccc2)C2=C1CCCC2	-4%	1%	3%
COC(=O)c1cc(C(=O)N2CCN(C(=O)c3ccco3)CC2)cc([N+](=O)[O-])c1	-16%	3%	4%
Continuation.
SMILES	DT40 TDP1 no CPT	TDP1 block	N370S GC
Fc1ccc(-c2ccc(CNCCSc3nnnn3-c3ccccc3)o2)cc1	?	5%	/
CCN(CC)C(=O)C(=O)c1cccn1-c1c(Cl)cccc1C#N	-22%	0%	-4%
CCc1ccc(CNC(=O)C2CCCN(S(=O)(=O)c3ccc4c(ccn4C)c3)C2)cc1 (stereo not given)	15µM*	3%	/
Cn1c(=O)c2c(nc(NCCCO)n2C/C=C/c2ccccc2)n(C)c1=O	18µM*	9%	5%
CC1CC1C(=O)N1CCN(S(=O)(=O)c2cc(C(F)(F)F)cc(C(F)(F)F)c2)CC1 (stereo not given)	?	0%	/
CC(NC(=O)COC(=O)c1cccnc1Cl)C12CC3CC(CC(C3)C1)C2 (stereo not given)	?	-2%	/
Cc1ccc2c(CN3CCCCC3C)cc(=O)oc2c1 (stereo not given)	-1%	/	-8%
CCOC(=O)/C=C1\SCC(=O)N1CC(=O)Nc1cc(S(=O)(=O)N(C)C)ccc1C	-12%	0%	/
CCc1ccc(CN(C)C(=O)CCc2nnc(CCc3ccccc3OC)o2)nc1	-6%	5%	4%
COc1cc(C2C3C(=O)N(c4ccc(F)cc4)C(=O)C3ON2c2ccccc2)ccc1O (stereo not given)	13%	4%	-3%
COc1cc([N+](=O)[O-])ccc1N1C(=O)C2C3C=CC(C4CC34)C2C1=O (stereo not given)	?	2%	21%
COc1cccc(NC(=O)CCC(=O)Nc2cccc(OC)c2)c1	-16%	3%	14%
COc1ccc(-c2cc(C3CC3)nc(N)c2C#N)cc1	?	/	3%
Cc1cccc(NC(=O)c2cnc3n(c2=O)CCS3)c1	-18%	3%	?
COc1cc2nc(N(CCN(C)C)C(=O)c3ccc4ccccc4c3)sc2cc1OC	-3%	11%	-26%
CCOc1ccccc1OCCCC(=O)NC1CCCc2ccccc21 (stereo not given)	?	3%	17%
COc1ccc(C(=O)C(CO)Oc2ccccc2OC)cc1OC (stereo not given)	-2%	4%	0%
Cn1c(SCC(=O)Nc2ccc(C(=O)O)cc2)nc2scc(-c3ccccc3Cl)c2c1=O	-26%	-8%	/
COc1ccc(-n2cc(CNCCCN3CCCC3=O)c(-c3ccccc3Cl)n2)cc1	16µM*	/	-13%
O=C(/C=C/Nc1cccc(F)c1)c1ccco1	-19%	-1%	-1%
O=C(c1ccc(Cl)cc1Cl)c1ncc(C(F)(F)F)cc1Cl	-1%	-4%	4%
CC(C(=O)Nc1ccc2[nH]c(=O)[nH]c2c1)N1CCN(Cc2ccc3c(c2)OCO3)CC1 (stereo not given)	-17%	1%	/
COc1ccc(S(=O)(=O)N2CCC(C(=O)NCCC(=O)NC3CC3)CC2)cc1	18%	1%	-1%
CC(C)Sc1nc2ccccc2[nH]1	1%	2%	2%
Cc1cc(-c2nnc3n2N=C(c2ccccc2)CS3)n[nH]1	-10%	4%	1%
Cc1ccc(C)c(N(C(=O)CCC(=O)Nc2cc(C)on2)C(C(=O)NC2CCCC2)c2ccco2)c1 (stereo not given)	23µM*	4%	-17%
CCOC(=O)c1ccc(NC(=O)CN2Cc3ccccc3C2=O)cc1	-16%	5%	/
C[C@H]1CN([C@@H](C)CO)C(=O)c2cccc(NC(=O)C3CC3)c2O[C@H]1CN(C)S(=O)(=O)c1cccs1	-20%	1%	/
O=S(=O)(Nc1ccc2c(c1)nc1n2CCN(Cc2ccccc2)C1)c1ccc(F)cc1	?	8%	-6%
Cc1ccc2nc(N3C(=O)C(O)=C(C(=O)c4ccco4)C3c3cccc(O)c3)sc2c1 (stereo not given)	8%	/	-2%

Grouped by structure: the compounds so far with a Cl atom (13)
SMILES	DT40 TDP1 no CPT	TDP1 block	N370S GC
CC(C)NC(=O)c1ccc(-c2cc(C(F)(F)F)ccc2Cl)o1	-1%	-5%	3%
Cc1ccc(NC(=O)c2cn3c4c(ccc(Cl)c4c2=O)OC(C)C3)cc1C (stereo not given)	-2%	7%	/
COC(=O)C(Cc1ccc(OC(=O)c2ccc(Cl)cc2)cc1)N1Cc2ccccc2C1=O (stereo not given)	?	0%	?
CCOc1cc(/C=N/NC(=O)CN2CCOCC2)ccc1OCc1ccc(Cl)cc1	?	3%	-28%
Cc1c(Cl)cccc1NC(=O)Cn1c(=O)nc(-c2ccccc2)c2ccccc21	16µM*	6%	/
Clc1ccc(SCNc2ccccc2Cl)cc1	?	/	0%
CC(C)(C)C1CCc2nc(NC(=O)Cc3ccc(Cl)cc3)sc2C1 (stereo not given)	7.3µM*	3%	/
O=C(O)C1CCN(C(=O)c2ccc(Cl)cc2)CC1	3%	2%	-1%
CCN(CC)C(=O)C(=O)c1cccn1-c1c(Cl)cccc1C#N	-22%	0%	-4%
CC(NC(=O)COC(=O)c1cccnc1Cl)C12CC3CC(CC(C3)C1)C2 (stereo not given)	?	-2%	/
Cn1c(SCC(=O)Nc2ccc(C(=O)O)cc2)nc2scc(-c3ccccc3Cl)c2c1=O	-26%	-8%	/
COc1ccc(-n2cc(CNCCCN3CCCC3=O)c(-c3ccccc3Cl)n2)cc1	16µM*	/	-13%
O=C(c1ccc(Cl)cc1Cl)c1ncc(C(F)(F)F)cc1Cl	-1%	-4%	4%

The list is partial (hit frequency here may not be typical).
